# Screens: PubChem, National Center for Advancing Translational Sciences (NCATS)
# AMA1 RON2 block: disrupts binding of P. falciparum AMA1 to RON2; AlphaScreen AMA1-biotinylated RON2 peptide binding; AID 720542; actives 0.2% (n = 360,000); Potency, µM (series often up to 58.2 µM), for inactives: at the top dose activity change, negative = inhibition, usual class: inhibitors;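 also: potency is read from the fitted curve at half-maximal effect; 0% = vehicle wells and -100% = peptide control; nearly all actives have a fitted effect of over 45% in size; some results filed as inactive show a strong effect at the top dose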
#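 AMA1 (3D7) with his tag at 25 nM final met compounds first, then biotinylated RON2 peptide at 25 nM; detection used donor plus acceptor beads, 10 µg/mL apiece, read by AlphaScreen after 30 min at room temperature.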
# LmPK inhibitor: blocks Leishmania mexicana pyruvate kinase activity; Potency, µM (series often up to 57.5 µM), for inactives: at the top dose activity change, negative = inhibition, actives largely listed as inhibitors; Q27686; purified LmPK, Kinase-Glo ATP luminescence, 1 h; actives 0.37% (n = 290,000); also: potency is read from the fitted curve at half-maximal effect
# Target sequence (Q27686 whole entry, looked up): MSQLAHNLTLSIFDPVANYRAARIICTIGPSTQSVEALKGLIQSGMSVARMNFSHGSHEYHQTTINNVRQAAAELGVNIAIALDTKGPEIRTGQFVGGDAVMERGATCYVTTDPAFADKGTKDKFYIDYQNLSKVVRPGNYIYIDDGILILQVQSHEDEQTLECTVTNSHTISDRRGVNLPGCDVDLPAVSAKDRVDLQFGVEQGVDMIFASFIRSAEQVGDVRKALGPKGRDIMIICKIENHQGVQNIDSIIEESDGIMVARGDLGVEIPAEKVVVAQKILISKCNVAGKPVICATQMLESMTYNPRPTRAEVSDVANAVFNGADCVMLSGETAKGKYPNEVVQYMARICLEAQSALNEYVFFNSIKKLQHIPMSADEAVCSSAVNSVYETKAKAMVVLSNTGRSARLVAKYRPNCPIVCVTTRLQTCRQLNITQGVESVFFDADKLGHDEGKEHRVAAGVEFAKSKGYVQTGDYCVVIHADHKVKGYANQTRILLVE
#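 Purified LmPK (0.1 nM) with 0.5 mM PEP and 0.1 mM ADP in imidazole buffer pH 7.2 with MgCl2/KCl, 1 h at room temperature. ATP formed was read by luciferase luminescence and normalized to no-enzyme and uninhibited controls.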
# AmpC inh no detg: AmpC beta-lactamase inhibition without detergent. actives 0.52% (n = 330,000). AID 485341. Potency, µM (highest dose often 57.1 µM), without a hit: at the top dose activity change, negative = inhibition, actives largely listed as inhibitors. AmpC nitrocefin hydrolysis, absorbance 480 nm, 0.0001% Triton. P00811;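 also: potency is read from the fitted curve at half-maximal effect; plate controls were no compound for no effect and no enzyme for full effect; nearly all actives have a fitted effect of over 20% in size; some results filed as inactive show a strong effect at the top dose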
# Target sequence (P00811 whole entry, looked up): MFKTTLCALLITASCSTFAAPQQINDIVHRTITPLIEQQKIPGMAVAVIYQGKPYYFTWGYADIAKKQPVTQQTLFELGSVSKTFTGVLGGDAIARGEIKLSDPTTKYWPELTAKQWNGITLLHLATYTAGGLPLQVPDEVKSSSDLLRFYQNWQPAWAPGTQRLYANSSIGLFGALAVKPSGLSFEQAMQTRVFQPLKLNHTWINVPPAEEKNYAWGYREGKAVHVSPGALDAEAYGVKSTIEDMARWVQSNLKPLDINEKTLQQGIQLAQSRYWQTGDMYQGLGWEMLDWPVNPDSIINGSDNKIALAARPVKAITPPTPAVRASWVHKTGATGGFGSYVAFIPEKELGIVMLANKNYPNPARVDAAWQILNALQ
#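 AmpC (5.3 nM in the dispensed reagent) in 20 mM phosphate pH 7.0 with 0.01% (detergent screen) or 0.0001% Triton X-100 was preincubated with compounds for 15 min at room temperature. Nitrocefin was then added from an 800 uM solution, and hydrolysis was followed at 480 nm.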
# TbPYK inhibitor: T. brucei pyruvate kinase inhibition. Q57TT1. TbPYK enzyme, Kinase-Glo Plus ATP luminescence, 45 min. Potency, µM (top dose mostly 76.8 µM), inactives show at the highest dose activity, negative = inhibition, hits mostly inhibitors. actives 0.12% (n = 410,000); also: potency is read from the fitted curve at half-maximal effect; nearly all actives have a fitted effect of over 50% in size
#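 In this concentration-response screen, enzyme-free wells defined baseline while DMSO plates tracked drift. Each reaction combined TbPYK, substrate, compound and 130 uM ADP for 45 min at room temperature. Kinase-Glo Plus luminescence gave the signal.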
# HCMV antiviral: human cytomegalovirus inhibition; HFF cells, HCMV-luciferase reporter, 72 h; hits give low values; activity change, negative = inhibition, % at 57.5 µM; actives 4.5% (n = 410,000); AID 1259415; in the data active = activity change below about -60%; inconclusive = no clear call, values can overlap the other calls; inactive = above about -39%
#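 Human foreskin fibroblasts infected with luciferase-reporter HCMV at MOI 1 PFU/cell, compounds at two doses. Luciferase measured 72 h post infection; normalized to buffer-only basal and Salinomycin (10uM) controls.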
# HCV inh: blocks hepatitis C virus | Huh7.5.1 HCVcc-Cre infection, luciferase reporter, 44 h | Potency, µM (titrated, usually from 41.8 µM), inactives show at the highest dose activity change, negative = inhibition, hits mostly inhibitors | actives 3.4% (n = 340,000); also: potency is read from the fitted curve at half-maximal effect
#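 Cells seeded at 1,000/well and cultured 4 h, then compounds added followed by HCVcc-Cre virus (~0.5 moi). After 44 h further culture, luciferase substrate was added, plates held 15 min at room temperature, and luminescence read for 15 sec.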
# AmpC detergent: blocks E. coli AmpC beta-lactamase in detergent assay. AID 485294. actives 0.041% (n = 370,000). Potency, µM (top dose mostly 114 µM), for the others: top-dose activity change, negative = inhibition, hits mostly inhibitors. AmpC hydrolysis of nitrocefin, absorbance 480 nm, 0.01% Triton;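 also: potency is read from the fitted curve at half-maximal effect; 0% = no-compound wells and -100% = no-enzyme wells; nearly all actives have a fitted effect of over 25% in size; some results filed as inactive show a strong effect at the top dose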
#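 20 mM phosphate pH 7.0 + 0.01% (detergent screen) or 0.0001% Triton X-100; 5.3 nM AmpC reagent; cpd preinc 15 min RT; nitrocefin (800 uM stock) to start; A480 q20 s × 4 min; Activity was normalised to no-enzyme and no-compound control wells.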
# * = called active by the depositor; u = inconclusive; x = no result given; [ ] = another dose, or the depositor's remark. Unless noted, calls follow the shape of the dose curve; as a rule, active = well fitted curve in the direction sought with a large enough effect; inconclusive = small, poorly fitted or top-dose-only effect, or another doubt; inactive = no such curve, though single readings can be large; an effect the other way counts as inactive or inconclusive. Unless noted, % is scaled to controls: 0 for no effect and ±100 for the full control effect. Not a hit list; about 7.5% have a hit in one of these screens.
# The first 9 compounds, ahead of the listing:
cpd	SMILES	AMA1 RON2 block	LmPK inhibitor	AmpC inh no detg	TbPYK inhibitor	HCMV antiviral	HCV inh	AmpC detergent
1	CCn1c(SCC(=O)OC(C)C)nnc1-c1ccccc1	19%	4%	2%	-6%	-21	1%	8%
2	Cc1ccc(C)c(SCC(=O)Nc2cc(S(=O)(=O)N3CCOCC3)ccc2C)c1	18%	x	-10%	-12%	u	u	-12%
3	O=C(NNc1cccc(Cl)n1)Nc1ccc(F)cc1	14%	1%	-14%	5%	-7	5%	-10%
4	COc1ccc(C)cc1NC(=O)C(CCSC)NS(=O)(=O)c1ccc2c(c1)oc(=O)n2C (stereo not drawn)	x	x	x	9%[15.4 µM]	0	x	5%
5	Cc1ccc2c(C)c(C(=O)N(Cc3ccc(Cl)cc3)C3CCS(=O)(=O)C3)oc2c1 (stereo not drawn)	x	x	x	6%	7	x	22%
6	C[C@@H](C(=O)Nc1ccc2ccccc2c1)[C@H]1C[C@]1(C)[C@H](NP(=O)(c1ccccc1)c1ccccc1)c1ccccc1	x	-1%	7%	x	x	5%[8.37 µM]	u
7	CC(C)(C)OC(=O)N1CCC[C@@H]1C(=O)NCc1ccccc1Cl	0%	x	x	-9%	15	x	x
8	Cc1ccc(C(=O)N/C(=C\c2ccc(-c3ccc(Br)cc3)o2)C(=O)NCCCN(C)C)cc1	-18%	1%	32%[11.4 µM]	4%	-101*	2µM*	u
9	CC1=C(C(=O)OCc2ccccc2)C(c2ccccc2Cl)NC(=O)N1CCCCCC(=O)O (stereo not drawn)	-9%	-3%	-1%	1%	-11	-22%	9%

# The listing, from the start:
cpd	SMILES	AMA1 RON2 block	LmPK inhibitor	AmpC inh no detg	TbPYK inhibitor	HCMV antiviral	HCV inh	AmpC detergent
1	CCn1c(SCC(=O)OC(C)C)nnc1-c1ccccc1	19%	4%	2%	-6%	-21	1%	8%
2	Cc1ccc(C)c(SCC(=O)Nc2cc(S(=O)(=O)N3CCOCC3)ccc2C)c1	18%	x	-10%	-12%	u	u	-12%
3	O=C(NNc1cccc(Cl)n1)Nc1ccc(F)cc1	14%	1%	-14%	5%	-7	5%	-10%
4	COc1ccc(C)cc1NC(=O)C(CCSC)NS(=O)(=O)c1ccc2c(c1)oc(=O)n2C (stereo not drawn)	x	x	x	9%[15.4 µM]	0	x	5%
5	Cc1ccc2c(C)c(C(=O)N(Cc3ccc(Cl)cc3)C3CCS(=O)(=O)C3)oc2c1 (stereo not drawn)	x	x	x	6%	7	x	22%
6	C[C@@H](C(=O)Nc1ccc2ccccc2c1)[C@H]1C[C@]1(C)[C@H](NP(=O)(c1ccccc1)c1ccccc1)c1ccccc1	x	-1%	7%	x	x	5%[8.37 µM]	u
7	CC(C)(C)OC(=O)N1CCC[C@@H]1C(=O)NCc1ccccc1Cl	0%	x	x	-9%	15	x	x
8	Cc1ccc(C(=O)N/C(=C\c2ccc(-c3ccc(Br)cc3)o2)C(=O)NCCCN(C)C)cc1	-18%	1%	32%[11.4 µM]	4%	-101*	2µM*	u
9	CC1=C(C(=O)OCc2ccccc2)C(c2ccccc2Cl)NC(=O)N1CCCCCC(=O)O (stereo not drawn)	-9%	-3%	-1%	1%	-11	-22%	9%
10	Cc1nc(CN2CCCC2=NC#N)n(-c2ccccc2)n1	-4%	-1%	-15%	1%	-5	6%	-14%
11	N#Cc1ccc(NC(=O)Cn2cnc([N+](=O)[O-])c2)cc1	16%	1%	-25%	1%	13	10%	u
12	Cc1ccc(/C=C/C(=O)OCC(=O)N(CC(C)C)c2c(N)n(Cc3ccccc3)c(=O)[nH]c2=O)o1	0%	x	-29%	-7%	-15	21%	2%
13	O=C(CC(NC(=O)c1ccccc1)c1ccccc1)Nc1ccc(F)c(F)c1 (stereo not drawn)	7%	1%	-47%	3%	-18	u	-7%
14	CCN1C(=O)CSC1=Nc1ccc(C(=O)O)cc1	46%[activator]	7%	-11%	1%	66	0%	1%
15	CCc1ccc2c(c1)NC(=O)C2(C)Cc1ccccc1 (stereo not drawn)	-10%	x	x	6%	-9	x	x
16	COc1cccc(CN(CC(=O)NCc2ccccc2)C(=O)c2csnn2)c1	5%	-7%	-9%	1%	3	10%	5%
17	Cc1cc(C)n(-c2nc(C(F)(F)F)nc3ccccc23)n1	-7%	-2%	-10%	-6%	-23	-2%	-13%
18	COc1cc(OC)cc(-c2c(-c3ccc(F)cc3)c3cc(Br)ccc3n2C)c1	-6%	x	-14%	-2%	-22	14%	1%
19	Cc1cccc(OCCCC(=O)Nc2ccc(S(=O)(=O)Nc3onc(C)c3C)cc2)c1	-4%	0%	-29%	1%	u	10%	-5%
20	CCc1c(C)nc(N)n2c(SCC(=O)Nc3ccccc3)nnc12	7%	-8%	-18%	2%	41	-16%	5%
21	COc1ccc(S(=O)(=O)NCc2ccco2)cc1N(C)S(=O)(=O)c1ccccc1	0%	-2%	-18%	1%	u	-8%	-3%
22	O=C(NNC(=O)C1CCN(Cc2cccc(F)c2)CC1)c1cccs1	14%	0%	-13%	0%	-3	-14%	2%
23	NC(=O)c1ccccc1OCC(=O)O	4%	2%	-6%	-8%	4	9%	-17%
24	CC(C)c1ccccc1NC(=O)COC(=O)COc1ccccc1[N+](=O)[O-]	21%	-1%	-5%	1%	5	-2%	7%
25	Cc1cc(NC(=O)CCSc2ccc(Cl)cc2)no1	-3%	0%	-20%	4%	2	1%	2%
26	Cc1cccc(/C(N)=N/OC(=O)Cc2cccs2)c1	20%	-12%	-26%	-4%	23	3%	2%
27	CCCCNC(=O)Nc1ccccc1C(=O)NCc1ccco1	-10%	1%	-13%	-2%	-2	-17%	u
28	Cc1ccc(S(=O)(=O)N(C)c2ccc(OCC(=O)Nc3nc4ccccc4s3)cc2)cc1	-13%	4%	-33%	1%	-80*	u	-6%
29	CCOC(=O)c1cc2sc(C)cc2n1CC(=O)N1CCN(C(=O)c2ccco2)CC1	-7%	-1%	84%[activator]	-10%	15	-19%	-5%
30	COc1ccc(Cl)cc1N(C(=O)Nc1cccc(Cl)c1)C1=NCC(C)S1 (stereo not drawn)	-1%	1%	-14%	2%	-37	12%	-12%
31	CC(NC(=O)c1ccccc1F)c1nnc(SCC(=O)NC2=NCCS2)n1C (stereo not drawn)	-7%	2%	-20%	8%	-27	3%	-7%
32	O=[N+]([O-])c1ccc(NN=C(c2ccccc2)c2ccccc2)nc1	5%	x	x	2%	-22	u	x
33	Cc1ccsc1C(=O)N1CCN(S(=O)(=O)c2cccc(F)c2)CC1	26%	x	-7%	0%	-10	-9%	-9%
34	COC(=O)C1=C(C)N(Cc2ccccc2)C(=NCCCOC(C)C)N[C@H]1c1ccccc1	0%	x	82%[activator]	-10%	u	-17%	x
35	S=c1[nH]nc(-c2n[nH]c3c2CCC3)n1/N=C/C=C/c1ccco1	51%[activator]	6%	-38%	-31%	1	13%	-5%
36	COCCOC(=O)C1=C(C)NC2=C(C(=O)CCC2)C1c1cc2c(cc1Br)OCO2 (stereo not drawn)	11%	3%	-19%	-10%	-9	4%	u
37	COc1ccc2oc(=O)c(-c3nc(-c4cc(OC)c(OC)c(OC)c4)no3)cc2c1	x	x	x	0%	-8	x	20%
38	Cc1ccccc1C(=O)Nc1nnc(S(=O)(=O)N2CCCc3ccccc32)s1	x	x	x	2%	13	x	21%
39	O=C(NCc1ccccc1)c1cc(-c2ccncc2)nc2ccccc12	16%	-4%	54%	-1%	32	-11%	-2%
40	Cc1ccccc1NC(=O)CN1CCc2ccccc2C1	0%	-1%	-7%	-2%	-16	6%	-14%
41	CCOc1ccc(NC(=O)Cn2cc(C(C)=O)c3ccccc32)cc1	-7%	1%	-8%	5%	57	u	-11%
42	COc1ccc(CNC(=O)C(C)N=C2NS(=O)(=O)c3ccccc32)cc1OC (stereo not drawn)	-8%	-2%	x	-14%	23	3%	-1%
43	CC(=O)N1c2ccc(S(=O)(=O)N3CCC(C(=O)N4CCN(c5cccc(C(F)(F)F)c5)CC4)CC3)cc2CC1C (stereo not drawn)	9%	0%	161%[activator]	-7%	-66*	-6%	1%
44	COc1ccccc1CN1CCN(C2CCN(C(=O)NC(C)C)CC2)C(=O)C1=O	x	x	x	-1%	4	x	12%
45	Cc1ccc(-c2csc3nc[nH]c(=S)c23)cc1	23%	1%	4%	-7%	u	-18%	4%
46	O=C(Nc1cccnc1)c1ccccc1O	12%	-5%	-18%	-1%	24	9%	-1%
47	CN(C)S(=O)(=O)c1cccc(C(=O)NCC2CCCO2)c1 (stereo not drawn)	4%	-1%	0%	-11%	17	18%	-6%
48	O=S(=O)(NCC(c1ccco1)N1CCN(c2ccccc2)CC1)c1ccccc1 (stereo not drawn)	x	x	x	0%	47	x	0%
49	O=C1NC2(CCCCC2)C(=O)N1CC(=O)N1CCc2ccccc21	1%	x	-33%	1%	-31	-3%	x
50	CCOC(=O)N1CCN(C(=O)C(=O)Nc2sc3c(c2C(N)=O)CC(C)(C)OC3)CC1	57%[activator]	6%	-3%	-1%	-14	7%	-1%

# Additional structures
cpd	SMILES	AMA1 RON2 block	LmPK inhibitor	AmpC inh no detg	TbPYK inhibitor	HCMV antiviral	HCV inh	AmpC detergent
51	Cc1ccc(-n2c(N)cc(=O)nc2SCC(=O)N2CCN(c3ccccc3)CC2)cc1	-9%	-7%	101%[activator]	2%	-4	-3%	-6%
52	CC(Sc1nnc(-c2cccnc2)n1-c1ccccc1)C(=O)NCc1ccc2c(c1)OCO2 (stereo not drawn)	-10%	-10%	7%	0%	12	-1%	0%
53	COc1ccc(C(C)C)cc1S(=O)(=O)N1CCN(C)CC1	0%	3%	3%	7%	-9	23%	-11%
54	O=C(/C=C/c1cccs1)N1CCC2(CC1)Oc1ccc(Cl)cc1C(=O)C21CC(c2cccnc2)=NO1 (stereo not drawn)	-10%	1%	107%[activator]	7%	-13	u	-7%
55	CCOC(OCC)c1cn(Cc2ccc3c(c2)C(=O)c2ccccc2C3=O)nn1	x	0%	91%[activator]	x	6	x	-9%
56	CC(=O)Nc1ccccc1NC(=O)c1cc(C)cc(C)c1	4%	-1%	-22%	-26%	-26	4%	8%
57	COc1ccc(S(=O)(=O)Nc2cccc3c2O[C@H](CN(C)CC2CCCCC2)[C@@H](C)CN([C@H](C)CO)C3=O)cc1	5%	x	177%[activator]	-3%	u	0%	x
